TcdB GH inh: inhibitors of Clostridioides difficile toxin B glycohydrolase. P18177. TcdB glycohydrolase enzymatic assay, plate reader. AID 652162. inhibition, % at 9.99 µM. 0.24% of 350,000 active; in the data active = inhibition above about 10%
PrPC surface inh: inhibitors of human cell surface prion protein PrPC. TR-FRET read-out. 0.43% of 370,000 active. inhibition, % at 13.8 µM; in the data active = inhibition above about 24%; also: 0% = median of the test wells and 100% = reference compound wells
Anthrax LF inh2: blocks Bacillus anthracis lethal factor protease | inhibition, % at 10 µM | multiplex microsphere protease cleavage assay, LF | 0.12% of 360,000 active; also: plate controls were buffer without enzyme for full effect and enzyme alone for no effect
FadD28 FP inh: inhibitors of Mycobacterium tuberculosis FadD28 bisubstrate binding; inhibition, % at 12.5 µM; FadD28 bisubstrate probe binding, fluorescence polarization; AID 588549; 0.22% of 360,000 active; in the data active = inhibition above about 8.5%, passing the limit was not always enough; inconclusive = no clear call, values can overlap the other calls
PfHsp40 yeast: rescue of PfHsp40-mediated yeast toxicity | AID 504582 | 0.68% of 340,000 active | S. cerevisiae expressing PfHsp40, growth rescue, ATP luminescence | growth rescue, % at 12.5 µM; in the data active = growth rescue above about 28%, passing the limit was not always enough; inconclusive = no clear call, values can overlap the other calls;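 also: yeast W303a lacking pdr1 and pdr3 grown in galactose medium; growth measured after three days at 30 °C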
BoNT-F LC inh: inhibitors of Botulinum neurotoxin F light chain protease; Multiplex microsphere protease cleavage assay, flow cytometry; 0.22% of 360,000 active; AID 588497; inhibition, % at 10 µM; in the data active = inhibition above about 35%, passing the limit was not always enough; inconclusive = no clear call, values can overlap the other calls; also: plate controls were buffer without enzyme for full effect and enzyme alone for no effect
Y pestis TopoI: blocks Yersinia pestis topoisomerase I activity; Y. pestis Topo-I cleavage product accumulation, plate reader; activity, % at 10 µM; 0.064% of 360,000 active; AID 504884; in the data active = activity above about 50%, passing the limit was not always enough; inconclusive = no clear call, values can overlap the other calls; also: inactives centre near 2
CCHF vOTU inh: CCHFV vOTU protease inhibition. Pep-AMC fluorescence. inhibition, % at 11.5 µM. 0.55% of 370,000 active; in the data active = inhibition above about 30%; also: 0% = vehicle wells with enzyme and 100% = no enzyme wells
BoNT-A LC inh2: blocks Botulinum neurotoxin A light chain protease | multiplex microsphere protease substrate cleavage, flow cytometry | inhibition, % at 10 µM | 0.17% of 360,000 active | AID 588499; also: plate controls were buffer without enzyme for full effect and enzyme alone for no effect
Starred values were filed as active, the others as inactive; ? = inconclusive; . = no result given. Rule as the data show it, unless noted: active = inhibition above about 30%; inconclusive = no clear call, values can overlap the other calls; inactive = below that.

SMILES	TcdB GH inh	PrPC surface inh	Anthrax LF inh2	FadD28 FP inh	PfHsp40 yeast	BoNT-F LC inh	Y pestis TopoI	CCHF vOTU inh	BoNT-A LC inh2
CCN(C[C@H]1N[C@@](Cc2ccccc2)(C(=O)OC)[C@H]2C(=O)N(C)C(=O)[C@@H]12)S(=O)(=O)c1ccc(C(C)(C)C)cc1	0.4	-6	-3	-1.0	1.8	0	18	-6	0.1
CCC(C)c1ccc(OCC(=O)Nc2cccc(C(=O)Nc3ccc(C(=O)O)cc3)c2)cc1 (stereo not given)	-1.4	7	-2	-1.8	0.3	-12	4	14	-1.0
CCCCN(C(=O)c1ccc2c(c1)S(=O)(=O)N=C1CCCCCN12)c1c(N)n(CC(C)C)c(=O)[nH]c1=O	1.7	-2	-5	-0.5	-1.3	-4	5	1	-0.1
O=C(CN1C2CCCC1CC(NC(=O)C1CCCCC1)C2)Nc1ccccc1C(F)(F)F (stereo not given)	1.5	0	1	-2.8	0.6	8	20	12	0.0
O=C(Nc1cccc(F)c1)C1CCCN(S(=O)(=O)c2cnc[nH]2)C1 (stereo not given)	1.4	-4	0	-1.6	0.2	0	-1	6	0.0
COc1ccc(NC(=O)CSc2nc(C)c3c(c2C#N)CCCC3)cc1	.	3	0	0.9	-0.4	-2	-7	-3	0.0
CC(C)C[C@@H](CN1CCC[C@H]1CN1C(=O)C(=O)NC[C@@H]1Cc1ccc(O)cc1)N1C[C@H](Cc2ccccc2)N(CC2CCCCC2)C(=O)C1=O	-0.1	13	4	.	.	0	.	25	-0.7
Cc1cc(C(=O)OCC(=O)Nc2cc(C)on2)c2ccccc2n1	0.5	1	-3	-0.4	-2.4	-9	0	-3	?
Cn1c(C(=O)OC(C(=O)NC2CCCCC2)c2cccnc2)cc2sccc21 (stereo not given)	.	6	3	-0.9	9.3	4	-3	8	0.3
CCC(C(=O)OCC(=O)NC(=O)c1ccccc1OC)c1ccccc1 (stereo not given)	-0.1	3	0	-2.8	3.0	4	15	5	4.3
COC(=O)c1ccc(C2C(C(=O)c3ccc(C)o3)=C(O)C(=O)N2c2cc(C)on2)cc1 (stereo not given)	0.9	0	-1	-4.4	0.5	2	22	4	2.2
CC(=O)Nc1scc(-c2ccccc2)[n+]1-c1ccc(C)cc1	-0.6	2	-5	-0.5	-1.3	-6	9	1	1.0
Cc1nc2c(C)cccn2c(=O)c1NC(=O)c1cccc2ccccc12	1.7	-7	5	-0.7	0.8	-16	6	18	-4.9
CC(C)N1C(=O)c2ccccc2C1C(=O)NC1CCCCCC1 (stereo not given)	.	8	0	0.1	-0.5	-4	6	-4	0.3
CCN(CC)S(=O)(=O)c1ccc(Oc2cccc(C(C)=O)c2)nc1	.	4	-3	-1.8	-1.5	-6	7	-15	0.7
Cc1ccc(S(=O)(=O)N2C[C@@H](C)[C@]3(C2)[C@H](O)[C@H](OC(=O)Nc2c(C)noc2C)C[C@H]2C(=O)N(c4ccccc4)C(=O)[C@H]23)cc1	0.4	3	2	-2.4	.	2	9	2	0.2
CCN(CC)CCNC(=O)Cn1cnc2sc(C)c(S(=O)(=O)N3CCN(c4ncccn4)CC3)c2c1=O	-0.7	6	0	-0.8	1.5	0	-1	-4	-1.8
COc1ccc(NC(=O)CN(C)C(=O)C2=COCCO2)cc1	0.3	-2	2	0.3	-1.6	1	0	1	1.0
O=C(COC(=O)c1cccc(C(=O)OCC(=O)NC2CCCCC2)n1)NC1CCCCC1	.	-2	-10	0.3	-0.3	-12	-8	-8	1.2
COc1ccccc1NC(=O)c1nn(C)c(C(=O)Nc2ccccc2OC)c1[N+](=O)[O-]	0.8	-8	-6	0.0	1.9	-22	-20	0	0.1
Cn1c(Cc2ccccc2)nnc1SCC(=O)Nc1ccccc1	0.6	9	-4	-2.7	0.1	-15	-11	-10	-3.4
Cc1cc(=O)oc(C)c1C(=O)NCCCN1C(C)CCCC1C (stereo not given)	.	-2	-2	-2.4	-0.8	-2	-9	-12	-2.5
COc1ccc(OC)c2[nH]c(C(=O)O)cc12	1.0	-2	-10	-0.1	0.8	-13	6	5	-0.8
COc1ccccc1OC(=O)C1CC(=O)N(c2ccc(Cl)cc2)C1 (stereo not given)	.	5	1	-0.7	0.7	-2	-2	6	0.5
CCOC(=O)c1ccc[n+](CC(=O)c2ccccc2)c1	.	0	-1	0.4	-0.8	-1	-2	-2	0.1

Continuation:
SMILES	TcdB GH inh	PrPC surface inh	Anthrax LF inh2	FadD28 FP inh	PfHsp40 yeast	BoNT-F LC inh	Y pestis TopoI	CCHF vOTU inh	BoNT-A LC inh2
Oc1ccc2ccccc2c1C=NC12CN3CCN(CN(C3)C1)C2	.	-28	2	-1.1	0.8	-18	-5	72*	1.6
NC(Cc1ccc2nonc2c1)C(=O)O (stereo not given)	.	-7	-5	-0.4	-0.3	3	6	10	-0.5
CNC(=O)NC(=O)CSc1nnc(C(F)(F)F)n1C	.	-5	3	-0.4	0.9	16	7	4	2.7
COc1ccc(CNC(=O)CN2CCN(c3ccc(F)cc3)CC2)cc1	-0.2	0	4	.	12	-15	11	-2	-1.4
CC(=O)c1cccc(NC(=O)Nc2ccc3c(c2)CCC3)c1	-1.6	1	-3	-1.7	0.7	-8	-5	-6	0.5
Cc1cccc(N2CCN(C(=S)Nc3ccc4nc(N5CCN(C)CC5)cc(C)c4c3)CC2C)c1 (stereo not given)	-0.7	-3	-7	-0.8	-1.0	9	0	-31	-0.3
COc1ccc(C)cc1NC(=O)COC(=O)Cc1c[nH]c2ccccc12	2.3	3	-6	0.1	.	-5	10	4	-0.3
CCN(C(=O)C1CCCN1S(=O)(=O)c1cccc2nsnc12)c1ccccc1 (stereo not given)	1.9	-15	-6	-0.7	-0.6	1	3	7	-0.6
CCOCCCNC(=O)C(NC(=O)c1ccc2c(c1)OCO2)c1ccc(OC)cc1 (stereo not given)	-0.3	5	-2	0.8	-0.8	-3	1	10	2.5
COc1ccc(C(CNC(=O)Cc2cccs2)N(C)C)cc1 (stereo not given)	0.0	-8	0	0.2	0.4	2	2	-17	-0.5
O=C(O)CSc1c2ccccc2cc2ccccc12	0.6	-9	-10	3.2	0.1	2	8	-4	-0.6
Cc1ccn(CC(C)C(=O)O)n1 (stereo not given)	1.7	1	-1	-0.1	-0.4	-1	-2	-10	0.7
CCNc1nc2ccccc2[nH]1	.	6	2	-2.2	0.6	-2	3	12	-0.3
Cc1cc(C(=O)Nc2ccon2)c(C)o1	1.5	5	-3	-2.7	-1.5	6	2	-5	-0.2
Cc1ccccc1N=C1NC(=O)/C(=C/c2cccn2C)S1	1.2	-16	7	-3.6	-1.5	?	9	15	?
CCOC(=O)c1c2ccc(OCC(=O)N/N=C/c3ccc(C)cc3)cc2n2ccccc12	.	0	-8	-1.5	-0.8	-10	-5	8	-0.7
O=c1oc2cc(Oc3ccc(C(F)(F)F)cc3[N+](=O)[O-])ccc2c2c1CCCC2	.	0	-9	-4.1	-1.3	-6	-7	3	-1.0
CN1C(=O)NC(NC(=O)C2CCCCC2)(C(F)(F)F)C1=O (stereo not given)	.	1	0	-1.7	0.3	-1	-3	4	-0.1
Clc1ccc(Cn2nnc(-c3ccccc3)n2)cc1	-1.1	6	3	-4.2	2.7	-5	26	5	0.1
COc1cc2c(C(=O)O)c(C)n(C)c2c2ccccc12	0.1	-3	1	2.3	-0.7	-8	-4	-9	0.8
COc1ccc(N2C(=O)C(CC(=O)Nc3ccc(F)cc3)N(CCc3cccs3)C2=O)cc1 (stereo not given)	.	-1	2	0.6	-1.1	-2	5	6	0.4
O=C1CN(CN2CCCCC2)C(=O)CN1CN1CCCCC1	-0.8	-8	-9	-3.4	.	1	.	2	0.1
CCn1cc(/C=C(\NC(=O)c2ccccc2F)C(=O)NCCCN2CCOCC2)c2ccccc21	2.2	-3	0	-2.6	-0.4	-4	1	-2	-1.9
CC(=O)Nc1ccc(C(=O)Nc2nc(-c3ccccn3)cs2)cc1	0.1	2	2	-4.3	-1.1	-16	3	-12	6.3
CC(=O)Nc1ccc(-c2nnc(SCc3ccccc3C#N)n2C)cc1	.	2	8	-2.7	-1.6	3	-10	1	0.1
CCC(C(N)=O)N1C(=O)C2C3CCC(C3)C2C1=O (stereo not given)	0.5	8	-2	0.1	.	-6	-2	10	-0.1
Cc1cccc(N(C(=O)c2ccco2)C(C(=O)NC2CCCC2)c2cccnc2)c1C (stereo not given)	0.3	-3	-1	-2.1	0.4	1	1	-1	0.1
CC(C)[C@H](NC(=O)[C@@H]1CSC2c3ccccc3C(=O)N21)C(=O)NCc1ccco1 (stereo not given in full)	1.4	8	-2	-0.5	-0.4	-5	9	1	-0.8
COc1cc(/C=C(\C#N)C(=O)NCc2cccs2)ccc1O	.	1	2	-0.5	-0.4	-9	-4	-2	0.2
CNc1c(NS(=O)(=O)c2ccc(Cl)s2)c(=O)oc2ccccc12	0.9	3	-1	0.1	-2.0	-14	4	1	-1.7

Given as labelled records: part of the list above
Structure: CCn1cc(/C=C(\NC(=O)c2ccccc2F)C(=O)NCCCN2CCOCC2)c2ccccc21
  TcdB GH inh = 2.2; PrPC surface inh = -3; Anthrax LF inh2 = 0; FadD28 FP inh = -2.6; PfHsp40 yeast = -0.4; BoNT-F LC inh = -4; Y pestis TopoI = 1; CCHF vOTU inh = -2; BoNT-A LC inh2 = -1.9
Structure: CC(=O)c1cccc(NC(=O)Nc2ccc3c(c2)CCC3)c1
  TcdB GH inh = -1.6; PrPC surface inh = 1; Anthrax LF inh2 = -3; FadD28 FP inh = -1.7; PfHsp40 yeast = 0.7; BoNT-F LC inh = -8; Y pestis TopoI = -5; CCHF vOTU inh = -6; BoNT-A LC inh2 = 0.5
Structure: Clc1ccc(Cn2nnc(-c3ccccc3)n2)cc1
  TcdB GH inh = -1.1; PrPC surface inh = 6; Anthrax LF inh2 = 3; FadD28 FP inh = -4.2; PfHsp40 yeast = 2.7; BoNT-F LC inh = -5; Y pestis TopoI = 26; CCHF vOTU inh = 5; BoNT-A LC inh2 = 0.1
Structure: O=C(O)CSc1c2ccccc2cc2ccccc12
  TcdB GH inh = 0.6; PrPC surface inh = -9; Anthrax LF inh2 = -10; FadD28 FP inh = 3.2; PfHsp40 yeast = 0.1; BoNT-F LC inh = 2; Y pestis TopoI = 8; CCHF vOTU inh = -4; BoNT-A LC inh2 = -0.6
